TSG101-PTAP inh: blocks PTAP/TSG101 interaction to inhibit HIV-1 budding; Fluorescence polarization, FITC-PTAP peptide / Tsg101 binding; Potency, µM (doses to about 115 µM), for inactives: at the highest dose activity change, negative = inhibition, most hits filed as inhibitors; 340,000 tested, under 10 active; active = well fitted inhibition curve with a large enough effect in the main read-out, with a control signal flat, not every such curve was filed as active; inconclusive = small, poorly fitted or top-dose-only effect, or effect the other way, or a change in a side signal; inactive = no such curve, though single readings can be large or run the other way; note: potency is the fitted concentration of half-maximal effect; % of control where 0% means no effect
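Fluorescence polarization binding of Tsg101 binding domain (10 uM final) to FITC-labeled PTAP peptide (50 nM final) in HEPES pH 7.5 buffer with NaCl, Tween 20, EDTA, TCEP. Compounds added before peptide; binding 20 min at RT.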
Menin-MLL TR inh: menin-MLL binding inhibition, Texas Red mutant peptide | O00255 | Menin + Texas Red MLL mutant peptide, fluorescence polarization | Potency, µM (series often up to 61.6 µM), inactives show at the highest dose FP activity change, negative = inhibition, usual class: inhibitors | 270,000 tested, 0.23% active | AID 1768; active = well fitted inhibition curve with a large enough effect in the polarisation, with a control signal flat, not every such curve was filed as active; inconclusive = small, poorly fitted or top-dose-only effect, or effect the other way, or a change in a side signal; inactive = no such curve, though single readings can be large or run the other way; the % refers to the polarisation; note: potency is the fitted concentration of half-maximal effect; % of control where 0% means no effect; many of its hits are not listed in these tables
Target sequence (O00255 whole entry, looked up): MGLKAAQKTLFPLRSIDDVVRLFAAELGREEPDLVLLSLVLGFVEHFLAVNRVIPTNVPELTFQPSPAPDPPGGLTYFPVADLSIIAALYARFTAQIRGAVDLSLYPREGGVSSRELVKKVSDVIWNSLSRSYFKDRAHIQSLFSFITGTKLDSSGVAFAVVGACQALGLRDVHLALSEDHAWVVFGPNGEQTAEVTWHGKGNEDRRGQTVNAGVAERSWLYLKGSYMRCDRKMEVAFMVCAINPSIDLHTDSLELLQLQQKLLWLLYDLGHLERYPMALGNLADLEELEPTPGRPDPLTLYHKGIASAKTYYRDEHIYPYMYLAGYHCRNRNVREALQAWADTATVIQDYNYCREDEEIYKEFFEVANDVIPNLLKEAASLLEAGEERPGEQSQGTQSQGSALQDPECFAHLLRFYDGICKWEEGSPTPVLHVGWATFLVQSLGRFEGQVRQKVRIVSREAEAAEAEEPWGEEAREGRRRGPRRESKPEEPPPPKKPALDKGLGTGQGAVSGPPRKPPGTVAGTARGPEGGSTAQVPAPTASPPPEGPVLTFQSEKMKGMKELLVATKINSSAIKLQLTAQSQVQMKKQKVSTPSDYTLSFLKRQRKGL
ASM inhibitor: human S-ASM enzyme inhibition. AID 504937. Potency, µM (series often up to 57.5 µM), without a hit: at the top dose activity change, negative = inhibition, usual class: inhibitors. placental ASM, HMU-PC fluorogenic substrate, 60 min. P17405. 340,000 tested, 0.006% active; note: potency is the fitted concentration of half-maximal effect
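Fluorogenic HMU-PC substrate (9 uM final) is turned over by placental ASM in 60 min at 37 C after a 10 min compound preincubation. Reaction ended by alkaline stop (pH 10), with fluorescence read at 386/447 nm.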
MBNL1-CUG inh: inhibitors of human MBNL1 binding to CUG repeat RNA; Potency, µM (highest dose often 57.5 µM), without a hit: top-dose activity change, negative = inhibition, actives largely listed as inhibitors; TR-FRET MBNL1-His/biotin-(CUG)12 binding, 665/545 ratio; AID 2675; 280,000 tested, 0.036% active; active = well fitted inhibition curve with a large enough effect in the signal ratio, with a control signal flat, not every such curve was filed as active; inconclusive = small, poorly fitted or top-dose-only effect, or effect the other way, or a change in a side signal; inactive = no such curve, though single readings can be large or run the other way; the % refers to the signal ratio; note: potency is the fitted concentration of half-maximal effect; % is set by controls: 0 for no effect and ±100 for the full control effect
Target sequence (Q9NR56 whole entry, looked up): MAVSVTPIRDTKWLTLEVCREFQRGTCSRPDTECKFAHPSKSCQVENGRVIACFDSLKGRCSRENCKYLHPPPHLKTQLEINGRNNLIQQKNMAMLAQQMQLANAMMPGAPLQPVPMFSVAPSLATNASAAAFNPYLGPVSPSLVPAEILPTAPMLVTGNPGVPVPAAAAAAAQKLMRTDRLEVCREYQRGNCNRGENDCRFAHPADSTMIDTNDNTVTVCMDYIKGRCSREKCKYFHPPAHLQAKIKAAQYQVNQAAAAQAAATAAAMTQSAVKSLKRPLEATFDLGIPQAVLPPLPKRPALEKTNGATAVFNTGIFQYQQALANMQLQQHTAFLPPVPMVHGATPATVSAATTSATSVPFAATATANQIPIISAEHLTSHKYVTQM
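TR-FRET readout: Ex 340 nm, 665/545 nm emission ratio, normalized to buffer-only (basal) and MBNL1-(CUG)12 controls. Complex of MBNL1-His with Biotin-(CUG)12, compounds 92 nM–58 uM, incubated 60 min at room temperature.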
TSHR antagonist: blocks TSH signaling through the human TSH receptor. P16473. TSHR-expressing cells, TSH-stimulated cAMP HTRF, 2 h; hits give low values. activity change, negative = inhibition, % at 11.5 µM. 330,000 tested, 0.2% active;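 active = activity change below a set negative limit, meaning inhibition stronger than a set level, cut at about -70% in these data; inconclusive = activity change between two set negative limits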; note: % is set by controls: 0 for no effect and ±100 for the full control effect
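Inhibition of cAMP made by TSHR-expressing cells under TSH stimulation (4nM final, EC80; 2 h, 37 deg C) is quantified with a one-step lysis HTRF kit, anti-cAMP cryptate versus cAMP-d2.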
Mito fusion act: inhibitors of mitochondrial division or activators of mitochondrial fusion. S. cerevisiae fusion-defective mutant growth rescue, CellTiterGlo 48 h. 320,000 tested, 0.23% active. AID 485298. Potency, µM (top dose mostly 46.1 µM), inactives show at the highest dose growth rescue (activation), hits mostly activators;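 note: potency is the fitted concentration of half-maximal effect; % of control where 0% means no effect; nearly all actives have a fitted effect of over 45% in size; temperature-sensitive fusion mutants such as fzo1-1 at 37 °C on non-fermentable ethanol glycerol medium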
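Compounds are tested for their ability to restore growth of mitochondrial fusion-defective yeast strains at non-permissive 37C in YPEG medium over 48 hours. Viability is quantified by luciferase luminescence.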
a7 integrin act: integrin-mediated muscular dystrophy alleviation activation; alpha7betagal myoblasts, beta-gal FDG fluorescence, 48 h; Potency, µM (top dose mostly 38.3 µM), inactives show at the top dose activation, hits mostly activators; 350,000 tested, 0.064% active;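 note: potency is the fitted concentration of half-maximal effect; 100% = response of the positive control SU9516; nearly all actives have a fitted effect of over 60% in size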
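alpha7betagal+/- myoblasts (passage 13, 250/well) treated 48 h at 37C with compounds at 1:260 dilution of DMSO stock. Lysed, then beta-galactosidase activity read as FDG fluorescence (ex 480/em 540) after 30 min, with pre-read for autofluorescence.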
A-T KAP1 phos: potential ataxia-telangiectasia treatment. […] A-T fibroblasts, KAP-1 phosphorylation AlphaLISA; neocarzinostatin DNA damage 30 min before lysis. Potency, µM (titrated, usually from 57.5 µM), for inactives: at the top dose activation, actives largely listed as activators. 320,000 tested, 0.19% active; note: potency is the fitted concentration of half-maximal effect; % of control where 0% means no effect; nearly all actives have a fitted effect of over 45% in size
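ATM-like activity read as KAP-1 phosphorylation via AlphaLISA donor/acceptor antibody pairs after lysis and 6 hr at 25C. Cells were ATM-null patient fibroblasts ([…], hTERT), dosed 60 min, then exposed to the DSB inducer NCS for 30 min.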
MLL CXXC-DNA inh: MLL CXXC-DNA interaction inhibition | Q03164 | MLL-CXXC / FITC-HOXA9 DNA fluorescence polarization | Potency, µM (top dose mostly 115 µM), for the others: top-dose activity change, negative = inhibition, most hits filed as inhibitors | 290,000 tested, 0.037% active | AID 2662; active = well fitted inhibition curve with a large enough effect in the polarisation, with a control signal flat, not every such curve was filed as active; inconclusive = small, poorly fitted or top-dose-only effect, or effect the other way, or a change in a side signal; inactive = no such curve, though single readings can be large or run the other way; the % refers to the polarisation; note: potency is the fitted concentration of half-maximal effect
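Purified MLL-CXXC (added from a 7 uM solution) was preincubated 5 min at ambient with pinned compounds in 50 mM Tris-HCl pH 7.5, 50 mM NaCl, 1 mM DTT, 0.05% BSA. Fluorescein-labeled HOX-A9 DNA (50 nM solution) followed, 30 min, then polarization read.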
TCR act: T cell receptor activation; primary human leukocytes, anti-CD3, IL-2 HTRF, 48 h; Potency, µM (top dose mostly 9.22 µM), for inactives: top-dose activation of IL-2 secretion, actives largely listed as activators; 330,000 tested, under 10 active; AID 504894; note: % of control where 0% means no effect
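48 hr co-incubation of compounds, a-CD3 beads and primary human leukocytes; IL-2 quantified homogeneously by HTRF with anti-IL-2 K and d2 conjugates.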
Numbers without * were called inactive; u = inconclusive; x = no result given; [ ] = dose if it differs, or a comment. Unless noted, calls come from the whole dose curve; as a rule, active = well fitted curve in the direction sought with a large enough effect; inconclusive = small, poorly fitted or top-dose-only effect, or another doubt; inactive = no such curve, though single readings can be large; an effect the other way counts as inactive or inconclusive. The list is partial; the hit share may differ from the screen's.

SMILES | TSG101-PTAP inh | Menin-MLL TR inh | ASM inhibitor | MBNL1-CUG inh | TSHR antagonist | Mito fusion act | a7 integrin act | A-T KAP1 phos | MLL CXXC-DNA inh | TCR act
C=CCn1c(SCC(=O)Nc2nnc(C)s2)nnc1-c1cccnc1 | -3% | 10% | 1% | -8% | 9 | 2% | 7% | -7% | -1% | -12%
CCC(Sc1nc2ccccc2s1)C(=O)Nc1nnc(C)s1 (centres undefined) | -3% | -5% | 2% | -7% | -4 | -3% | u | -1% | 2% | -2%
Cc1ccc(/C=C/C(=O)OCC(=O)Nc2cccnc2Cl)cc1 | 1% | x | -7% | x | -4 | 0% | 0% | 0% | x | -23%
CCCCCCC(=O)NC(Nc1ccc(S(N)(=O)=O)cc1)C(Cl)(Cl)Cl (centres undefined) | -1% | 0% | -8% | -7% | -12 | -1% | -23% | 2% | -8% | 1%
CCOC(=O)c1sc2ncn(CC(=O)N(CC)CC)c(=O)c2c1C | -6% | u | -2% | u | 4 | 3% | -16% | 1% | -1% | -2%
Cc1cc(C)cc(NC(=O)CC2NCCNC2=O)c1 (centres undefined) | -2% | -15% | 5% | -1% | 8 | -4% | 24% | -1% | 8% | 2%
CN1CCN(/N=C/c2ccc(-c3ccc([N+](=O)[O-])cc3Cl)o2)CC1 | 1% | -18% | -17% | u | 0 | 12% | 0% | 3% | 35%[activator] | 6%
CCOC(=O)N1CCC(NC(=O)C(NS(=O)(=O)c2ccc3c(c2)CCN3C(=O)CC)C(C)C)CC1 (centres undefined) | 0% | 3% | -6% | -15% | -1 | 3% | 2% | 0% | 3% | 0%
O=C(c1cccc(F)c1)N1CCC(O)(c2cccnc2)CC1 | -2% | 16% | 4% | -6% | -5 | 0% | 22% | 2% | 1% | 7%
OCCN1CCN(Cc2nc(-c3cccc(Cl)c3)no2)CC1 | -5% | 18% | 2% | 5% | 2 | -6% | 12% | 11% | -6% | -4%
C=CCC(Nc1ccccc1)C12C=CC(O1)C(C(=O)OC)=C2C(=O)OC (centres undefined) | -6% | 0% | 1% | -2% | -34 | 7% | -64%[inhibitor] | x | -3% | -4%[46.1 µM]
CC(=O)N(c1nc(/C=C\C(=O)O)cs1)c1ccccc1F | -3% | x | -2% | 2% | 2 | -4% | 7% | 0% | -1% | -2%
COc1cc(CN2CCNC(=O)C2CC(=O)N2CCCCO2)cc(OC)c1 (centres undefined) | -6% | -11% | 4% | -5% | 15 | 16% | 0% | 19% | 0% | -6%
O=C(c1cc(COc2c(F)cccc2F)on1)N1CCN(C2CCCCC2)CC1 | -2% | x | -6% | -15% | -11 | -4% | 20% | 11% | 9% | -8%
CCN(CC)CCNC(=O)c1ccc(NC(=O)c2cccc(S(=O)(=O)N3c4ccccc4CC3C)c2)cc1 (centres undefined) | -13% | x | -8% | 3% | -20 | 0% | -74%[inhibitor] | 4% | 12% | -1%
CCSc1ccccc1C(=O)N1CCCC1 | -3% | 2% | 0% | -6% | 10 | -1% | -12% | -2% | -2% | -2%
CC(NC(=O)c1ccccc1NC(=O)c1ccco1)c1ccccc1 (centres undefined) | -1% | 8% | 3% | 18% | 1 | 4% | 4% | 2% | 25% | 0%
COC(=O)Cn1cnc2c(nnn2-c2ccc(F)cc2)c1=O | -1% | -4% | -2% | 10% | -5 | -1% | 12% | 7% | x | 1%
O=C(NCc1ccccn1)C(=O)Nc1nc(C23CC4CC(CC(C4)C2)C3)cs1 | 0% | -15% | 3% | -3% | -22 | -1% | -11% | 10% | 4% | 10%
O=C(CC1C(=O)NCCN1Cc1cccc(F)c1)NC1CCCCC1 (centres undefined) | -5% | x | 4% | 5% | -10 | 0% | -3% | 4% | 8% | -4%
CCC(=O)Nc1ccc(Cl)c(NC(=S)NC(=O)c2ccco2)c1 | 1% | 13% | -6% | x | -6 | 12% | -33% | 1% | 5% | 5%[46.1 µM]
O=S(=O)(NN=C1CCCCCC1)c1ccc(Cl)cc1 | -4% | x | 0% | -5% | -4 | 1% | -22% | 6% | 18% | 4%
CCN(C(=O)c1cc2cc3ccc(C)cc3nc2o1)c1ccc(OC)cc1 | -4% | -18% | -9% | 38%[activator] | 8 | 23% | u | 6% | 1% | -4%
Cc1cc(Br)ccc1SCC(=O)N1CCN(S(=O)(=O)c2ccccc2)CC1 | 0% | x | 0% | -1% | -33 | 6% | 0% | -2% | 24% | 0%
O=C(CN(CCN1CCOCC1)C(=O)Cn1nnc(-c2ccc(F)cc2)n1)NC1CCCCC1 | -6% | 11% | 2% | -6% | -1 | -4% | 15% | -9% | 4% | -1%
COC(=O)c1ccccc1Oc1ccc(NC(=O)C(C)(C)CCl)cc1 | -7% | u | 0% | x | -5 | -2% | u | 1% | 12% | 4%
CN1CCN(/N=C/c2nc(-c3ccccc3)n3ccccc23)CC1 | -1% | -11% | 10% | u | -17 | 1% | -2% | 13% | 2% | 1%[46.1 µM]
Cc1ccc(OCCSc2nnc(-c3ccncc3)n2C)cc1 | -4% | -1% | 3% | 6% | -7 | 2% | -8% | 5% | -2% | 2%
COC(=O)c1[nH]c2ccccc2c1NC(=O)Oc1ccccc1 | -3% | 5%[11.7 µM] | 86%[activator] | u | -23 | -1% | -24% | -7% | -16% | 5%
Cc1ccc(CSCC(=O)NCc2cccnc2)cc1 | -8% | -6% | 3% | -3% | 0 | -4% | -4% | 0% | 9% | 0%[46.1 µM]
NC(=O)NCc1cccs1 | -1% | 1% | -2% | 2% | 0 | 2% | -9% | 3% | -2% | -1%
Cc1ccc(NS(=O)(=O)c2cccc3cccnc23)c(Br)c1 | -4% | u | -1% | -5% | 2 | -69%[inhibitor] | 12% | 37% | -2% | 11%
O=C(NCCCc1ccccc1)c1ccc([N+](=O)[O-])cc1Cl | 2% | -4% | -1% | u | -2 | -5% | 1% | -1% | 12% | 0%
COc1cccc(CNC(=O)c2cc(S(=O)(=O)N3CCCC3)cn2C)c1 | 1% | 5% | u | 0% | 7 | -1% | -4% | -13% | x | 3%
NC(=O)C1CCN(C(c2ccccc2Cl)c2nnnn2CC2CCCO2)CC1 (centres undefined) | -2% | 11% | 4% | -1% | -4 | 1% | -2% | -2% | -1% | 2%
O=C(Nc1ccc(C(O)(C(F)(F)F)C(F)(F)F)cc1)c1ccc(Cl)c([N+](=O)[O-])c1 | 0% | u | u | 23% | -22 | -24% | -52%[inhibitor] | 1% | 11% | 0%[46.1 µM]
FC(F)(F)c1cccc(-c2nc3nc(Cl)c(Cl)nc3[nH]2)c1 | -8% | 67%[activator] | 215%[activator] | -3% | u | u | 21% | 8% | 10% | -4%
COc1cc(NC(=O)CSc2nnc3ccc(-c4cccnc4)nn23)cc(OC)c1 | -6% | x | 1% | x | -5 | 1% | 14% | 5% | x | -2%
COc1ccccc1/C=C/C(=O)NCC(=O)N/N=C(/C)c1ccc(Cl)cc1 | -7% | 53%[activator] | -15% | 0% | 6 | -7% | -5% | -9% | 6% | -31%
CCOc1nc2ccccc2nc1NS(=O)(=O)c1ccc(Cl)cc1 | -5% | u | -5% | 2% | 1 | -6% | -16% | -7% | u | 2%
O=C(CNc1cccc2ccccc12)N/N=C/c1ccc(C(=O)O)cc1 | -2% | 17% | 0% | u | -1 | -7% | 11% | -1% | -2% | 4%[46.1 µM]
CCCn1c(=O)n(C)c(=O)c2c(SC(C)C(=O)NCC3CCCO3)nc(CC(C)C)nc21 (centres undefined) | 2% | x | -5% | x | -19 | 0% | -30% | 6% | x | -4%
CCOc1ccc2[nH]c3nc(SCC(=O)NC4CCCC4)nnc3c2c1 | -3% | 19% | -5% | 1% | 5 | -4% | 17% | 4% | 7% | 3%
Cc1ccc(OCC(=O)NNC(=O)c2cccnc2)cc1C | 0% | -1% | -1% | -12% | 18 | -6% | 4% | 7% | -4% | 12%
CN(C(=O)c1cc2c(s1)-c1ccccc1S(=O)(=O)C2)c1ccccc1F | 0% | x | -6% | 5% | 27 | 9% | 16% | -3% | -23% | 1%
CC(=O)N/C(=C/c1ccc2c(c1)OCO2)C(=O)O | -6% | 4% | -2% | 0% | 19 | 17% | -3% | 10%[11.5 µM] | -5% | 2%
CC(=NNC(=S)Nc1cccc(Cl)c1)c1ccccn1 | -2% | x | -7% | x | x | x | -56%[inhibitor] | x | x | 0%

Assay outcomes as filed in PubChem BioAssay.
